Screening results (PubChem)
STK33 inh: blocks human STK33 kinase activity | AID 2322 | Q9BYT3 | inhibition, % at 12.5 µM | actives 0.44% (n = 27,000) | ADP-Glo luminescence, MBP substrate; in the data active = inhibition above about 20%; inconclusive = no clear call, values can overlap the other calls
Target sequence (Q9BYT3 whole entry, looked up): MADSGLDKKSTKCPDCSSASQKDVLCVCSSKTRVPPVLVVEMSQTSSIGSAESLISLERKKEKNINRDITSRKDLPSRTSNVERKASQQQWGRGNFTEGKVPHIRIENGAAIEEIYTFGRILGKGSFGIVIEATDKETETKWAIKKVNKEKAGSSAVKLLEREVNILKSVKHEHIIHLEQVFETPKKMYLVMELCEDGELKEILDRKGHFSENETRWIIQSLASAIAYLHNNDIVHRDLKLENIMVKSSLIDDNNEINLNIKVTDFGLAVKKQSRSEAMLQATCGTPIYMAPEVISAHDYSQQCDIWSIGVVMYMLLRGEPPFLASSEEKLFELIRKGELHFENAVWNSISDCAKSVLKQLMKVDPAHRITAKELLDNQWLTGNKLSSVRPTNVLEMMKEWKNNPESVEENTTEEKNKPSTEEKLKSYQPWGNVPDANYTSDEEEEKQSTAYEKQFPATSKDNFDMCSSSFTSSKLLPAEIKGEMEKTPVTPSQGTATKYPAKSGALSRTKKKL
p53 PUMA act: restores mutant p53 pathway signaling in SW480 cells. SW480 PUMA-promoter luciferase, p53 mutant reactivation. activation, % at 9.98 µM. actives 1.5% (n = 28,000); in the data active = activation above about 52%; inconclusive = no clear call, values can overlap the other calls
An asterisk follows results filed as active; ? = inconclusive; · = not tested or not shown.

Each structure is followed by: STK33 inh | p53 PUMA act
C[C@H](CO)N1C[C@H](C)[C@H](CN(C)S(=O)(=O)c2cccc(F)c2)Oc2ncc(C#CC(C)(C)O)cc2C1=O
  -0.7 | ·
C[C@H](CO)N1C[C@H](C)[C@H](CN(C)S(=O)(=O)c2ccc(F)cc2)Oc2ncc(-c3cc4ccccc4o3)cc2C1=O
  -4.8 | ·
Cc1noc(C)c1NC(=O)Nc1ccc2c(c1)CC(=O)N([C@@H](C)CO)C[C@H](C)[C@H](CN(C)S(=O)(=O)c1c(C)noc1C)O2
  -0.1 | ·
C[C@H]1CCCCO[C@H](CN(C)S(=O)(=O)c2cn(C)cn2)[C@@H](C)CN([C@@H](C)CO)C(=O)c2cc(NS(C)(=O)=O)ccc2O1
  · | 1.9
CCCN(Cc1cc2cccc(C)c2[nH]c1=O)S(=O)(=O)c1ccccc1
  0.6 | -11.8
COc1cc(/C=C/C=O)cc(OC)c1O
  4.6 | ·
CNC[C@@H]1OCCCC[C@H](C)Oc2ccc(NC(=O)Nc3ccccc3)cc2C(=O)N([C@H](C)CO)C[C@H]1C
  · | 4.5
Cc1ccc(S(=O)(=O)Nc2ccc3c(c2)C(=O)N([C@@H](C)CO)C[C@H](C)[C@@H](CN(C)Cc2ccc(Cl)c(Cl)c2)OCCCC[C@@H](C)O3)cc1
  · | -12.7
N#Cc1c(NC(=O)C2CC(c3ccccc3O)=NO2)sc2c1CCCC2 (centres undefined)
  -3.3 | 3.7
C[C@@H]1CN([C@H](C)CO)C(=O)c2cc(-c3cncnc3)cnc2O[C@@H]1CN(C)C(=O)c1ccccc1F
  · | 9.6
C[C@@H]1CCCCO[C@H](CN(C)S(=O)(=O)c2cn(C)cn2)[C@@H](C)CN([C@@H](C)CO)C(=O)c2cc(NS(C)(=O)=O)ccc2O1
  · | 7.6
C[C@H]1CN([C@@H](C)CO)C(=O)Cc2cc(NC(=O)Nc3ccc4c(c3)OCO4)ccc2O[C@H]1CN(C)S(C)(=O)=O
  3.7 | ·
O=C(CSc1nnc(-c2ccccc2)n1-c1ccccc1)N1CCOCC1
  2.2 | 16.0
C[C@H](CO)N1C[C@H](C)[C@H](CN(C)S(=O)(=O)c2cccc(F)c2)Oc2ncc(Br)cc2C1=O
  1.0 | ·
C[C@@H]1CN([C@H](C)CO)C(=O)c2cc(NC(=O)CCN3CCOCC3)ccc2O[C@H]1CN(C)S(=O)(=O)c1cn(C)cn1
  1.0 | ·
CCOc1ccc(C(=O)c2ccc(O)c(O)c2O)cc1
  -1.0 | ·
Clc1ccccc1CNCC1CCC(CNCc2ccccc2Cl)CC1 (centres undefined)
  · | -6.9
C[C@@H]1CN([C@H](C)CO)C(=O)Cc2cc(NS(C)(=O)=O)ccc2O[C@H]1CN(C)Cc1ccc(-c2ccccc2)cc1
  -3.2 | -8.8
COc1cc(NS(=O)(=O)c2ccc(NC(=O)C34CC5CC(CC(C5)C3)C4)cc2)ncn1
  1.3 | -8.3
C[C@H]1CN([C@@H](C)CO)C(=O)c2cc(NC(=O)Nc3ccc4c(c3)OCO4)ccc2O[C@@H]1CN(C)Cc1ccc(C(=O)O)cc1
  · | 5.0

Carrying on:
Each structure is followed by: STK33 inh | p53 PUMA act
O=C(CN(C1CCCCC1)S(=O)(=O)c1ccc(Cl)cc1)Nc1ccccc1F
  -3.4 | -8.5
C=CCC(c1cc(Cl)ccc1N)S(=O)(=O)c1ccc(C)cc1 (centres undefined)
  · | -18.3
C[C@H]1CN([C@@H](C)CO)C(=O)c2cc(NS(=O)(=O)c3cccs3)ccc2O[C@H]1CN(C)Cc1ccc2c(c1)OCO2
  0.6 | ·
COc1ccc(NC(=O)N(C)C[C@H]2OCc3cn(nn3)CCCC(=O)N([C@H](C)CO)C[C@H]2C)c(OC)c1
  -6.0 | ·
C[C@@H]1CCCCO[C@H](CN(C)C(=O)Nc2ccc(F)cc2)[C@@H](C)CN([C@H](C)CO)C(=O)c2cc(NS(=O)(=O)c3ccc(F)cc3)ccc2O1
  -1.2 | ·
O=C(Nc1ccc(I)cc1C(=O)NCCN1CCOCC1)c1ccccc1Cl
  -0.5 | 14.5
CCCC#Cc1ccc2c(c1)O[C@@H](CN(C)C(=O)c1ccncc1)[C@H](C)CN([C@H](C)CO)S2(=O)=O
  · | 2.7
Cc1ccc(-n2c(SCC(=O)Nc3ccccc3F)nnc2-c2ccccc2)cc1C
  4.5 | -0.1
CS(=O)(=O)N(CC(=O)NC1CC1)c1ccc(Cl)c(C(F)(F)F)c1
  -1.5 | -6.5
CS(=O)(=O)N(CC(=O)Nc1cccc([N+](=O)[O-])c1)c1cc(Cl)c(Cl)cc1Cl
  12.5 | 3.1
O=C(CCc1nc(-c2ccccc2)no1)Nc1ccc([N+](=O)[O-])cc1
  -3.2 | -2.5
COc1ccc(C)cc1S(=O)(=O)N(C)CC(=O)N1CCN(c2ccccc2)CC1
  2.2 | 4.1
CC(C)c1ccc(S(=O)(=O)Nc2ccc(O)c(Sc3ncn[nH]3)c2)cc1
  2.0 | -19.7
C[C@H]1CN([C@@H](C)CO)C(=O)c2cccc(NC(=O)c3nc4ccccc4s3)c2O[C@@H]1CN(C)C(=O)Nc1ccccc1
  · | 1.2
C[C@@H]1CN([C@H](C)CO)C(=O)c2cc(N(C)C)ccc2O[C@@H](C)CCCCO[C@H]1CN(C)C(=O)c1ccncc1
  · | 0.9
Cc1cc(C)c(OCC(=O)Nc2ccc3oc(-c4cncc(Br)c4)nc3c2)c(Cl)c1
  4.0 | 28.6
COc1ccc(NC(=O)Nc2ccc3c(c2)C(=O)N([C@H](C)CO)C[C@H](C)[C@H](CN(C)C(=O)NC2CCCCC2)OCCCC[C@@H](C)O3)cc1
  -0.7 | ·
Cc1ccc(C(=O)Nc2ccc(OCC(=O)O)cc2)cc1
  0.5 | -24.3
COc1ccc(-c2nnc(SCC(=O)c3ccc(Cl)cc3)n2-c2ccc(C)cc2)cc1OC
  8.1 | 0.2
Cc1nn(C(=O)Cn2cc([N+](=O)[O-])cn2)c(C)c1Br
  2.2 | 2.6

Reformatted as labelled records: entries from further up
SMILES: C[C@@H]1CN([C@H](C)CO)C(=O)c2cc(N(C)C)ccc2O[C@@H](C)CCCCO[C@H]1CN(C)C(=O)c1ccncc1
  STK33 inh: ·	p53 PUMA act: 0.9

SMILES: Cc1cc(C)c(OCC(=O)Nc2ccc3oc(-c4cncc(Br)c4)nc3c2)c(Cl)c1
  STK33 inh: 4.0	p53 PUMA act: 28.6

SMILES: COc1ccc(NC(=O)Nc2ccc3c(c2)C(=O)N([C@H](C)CO)C[C@H](C)[C@H](CN(C)C(=O)NC2CCCCC2)OCCCC[C@@H](C)O3)cc1
  STK33 inh: -0.7	p53 PUMA act: ·

SMILES: Cc1ccc(C(=O)Nc2ccc(OCC(=O)O)cc2)cc1
  STK33 inh: 0.5	p53 PUMA act: -24.3

(list continues)
Each structure is followed by: STK33 inh | p53 PUMA act
COc1cc2c(cc1NC(=O)COc1ccc(Br)cc1Cl)oc1ccccc12
  2.0 | 20.8
C[C@H](CO)N1C[C@H](C)[C@H](CN(C)C)Oc2ccc(NC(=O)C3CC3)cc2CC1=O
  1.3 | -1.6
Cc1cc(OCC(=O)Nc2ncn[nH]2)ccc1Cl
  -0.2 | 78.3*
Cc1ccc(OCC(=O)Oc2cccc(NC3=NS(=O)(=O)c4ccccc43)c2)cc1
  5.3 | 5.2
Cc1noc(C)c1NC(=O)N(C)C[C@H]1OCCCC[C@H](C)Oc2ccc(NC(=O)Cc3ccccc3)cc2C(=O)N([C@H](C)CO)C[C@@H]1C
  · | -6.1
C[C@@H]1CCCCO[C@@H](CN(C)C(=O)C2CCCCC2)[C@@H](C)CN([C@H](C)CO)C(=O)c2cc(NC(=O)Nc3ccc(F)cc3)ccc2O1
  0.5 | ·
C[C@H](CO)N1C[C@H](C)[C@H](CN(C)Cc2ccc3c(c2)OCO3)Oc2ncc(-c3ccc(F)cc3)cc2C1=O
  0.1 | -3.8
COc1cc(C)c(Br)cc1S(=O)(=O)NCCN1CCOCC1
  -2.9 | 2.2
C[C@H](CO)N1C[C@H](C)[C@H](CN(C)Cc2ccccc2C(F)(F)F)OCc2cn(nn2)CCCC1=O
  -3.0 | ·
C[C@@H]1CCCCO[C@H](CN(C)C(=O)CCC(F)(F)F)[C@@H](C)CN([C@H](C)CO)C(=O)c2cc(NS(=O)(=O)c3ccccc3)ccc2O1
  -7.3 | 6.6
C[C@H](CO)N1C[C@H](C)[C@H](CN(C)Cc2ccc(Cl)c(Cl)c2)Oc2ccc(NC(=O)CCC(F)(F)F)cc2C1=O
  -2.7 | ·
C=CCNC(=O)[C@H]1[C@@H]2C(=O)O[C@@H](c3ccccc3)[C@@H](c3ccccc3)N2[C@@H](c2ccccc2OCCO)[C@]12C(=O)N(C(=O)OCCOC)c1ccc(C#CCC(C(=O)OC)C(=O)OC)cc12
  11.8 | ·
COC(=O)[C@@]1(C)CCCC2(C)c3ccc(C(C)C)cc3CCC21 (some centres undefined)
  · | 8.4
Cc1noc(C)c1S(=O)(=O)N(C)C[C@H]1Oc2c(NC(=O)c3cnccn3)cccc2C(=O)N([C@@H](C)CO)C[C@H]1C
  · | 8.2
COC(=O)CNC(=O)c1cn(-c2ccccc2)nc1-c1ccc(OC)cc1
  -1.5 | -7.9
CCCC#Cc1cnc2c(c1)C(=O)N([C@@H](C)CO)C[C@H](C)[C@@H](CN(C)C(=O)C1CC1)O2
  · | 1.5
C[C@@H]1CN([C@@H](C)CO)S(=O)(=O)c2ccc(C3=CCCC3)cc2O[C@@H]1CN(C)C(=O)c1cnccn1
  · | 8.5
COC(=O)[C@@H](O)[C@H]1[C@@]2(C)C[C@]3(O)C4[C@@H](O[C@]56CC(=O)O[C@@H](c7ccoc7)[C@@]5(C)CCC([C@]46O)[C@]13C)[C@H]2O (some centres undefined)
  10.8 | -10.6
C[C@@H]1CN([C@@H](C)CO)C(=O)c2cc(NC(=O)Cc3ccccc3)ccc2O[C@H]1CN(C)Cc1ccc(C(F)(F)F)cc1
  2.5 | ·
C[C@@H]1CCCCO[C@H](CN(C)C(=O)C2CCCCC2)[C@@H](C)CN([C@@H](C)CO)C(=O)c2cc(NS(=O)(=O)c3ccccc3)ccc2O1
  · | -16.4

The list continues:
Each structure is followed by: STK33 inh | p53 PUMA act
Cc1c(CCC(=O)O)c(=O)oc2c(C)c(OCc3cccc4ccccc34)ccc12
  -1.4 | -7.8
COc1ccc(S(=O)(=O)Nc2ccc3c(c2)CC(=O)N([C@H](C)CO)C[C@@H](C)[C@H](CN(C)CC2CC2)O3)cc1
  · | 5.1
C[C@@H]1CCCCO[C@H](CN(C)S(=O)(=O)c2cccs2)[C@@H](C)CN([C@H](C)CO)C(=O)c2cc(NS(=O)(=O)c3cn(C)cn3)ccc2O1
  4.0 | ·
CN(C(=S)Nc1ccccc1)C1CCC(C2OCCO2)CC1O (centres undefined)
  · | -0.1
C[C@H](CO)N1C[C@H](C)[C@H](CN(C)S(=O)(=O)c2ccc(F)cc2)Oc2ncc(-c3cccc(C(F)(F)F)c3)cc2C1=O
  -3.3 | ·
C[C@@H]1CN([C@H](C)CO)C(=O)CCCn2cc(nn2)CO[C@@H]1CN(C)Cc1ccccc1C(F)(F)F
  -1.5 | ·
COc1ccc(C)cc1NC(=O)C(=S)NCc1ccco1
  -1.6 | ·
CC(C)n1cnc2c(Nc3cccc(Cl)c3)nc(NCCO)nc21
  89.7* | 5.1
COCCOC(=O)N1C(=O)[C@@]2(c3cc(C#CCC(C(=O)OC)C(=O)OC)ccc31)[C@H](c1ccccc1OCCO)N1[C@H](c3ccccc3)[C@H](c3ccccc3)OC(=O)[C@H]1[C@@H]2C(=O)NC[C@H](O)c1ccccc1
  7.6 | ·
C[C@H](CO)N1C[C@H](C)[C@H](CN(C)Cc2ccc(Cl)c(Cl)c2)Oc2ccc(NC(=O)CCN3CCOCC3)cc2CC1=O
  0.1 | ·
COc1cc2c(cc1OC)Cc1cc(OC)c(OC)cc1Cc1cc(OC)c(OC)cc1C2
  1.9 | ·
Cc1ccc(S(=O)(=O)Nc2ccc3c(c2)C(=O)N([C@H](C)CO)C[C@H](C)[C@@H](CN(C)Cc2ccc(C(=O)O)cc2)OCCCC[C@@H](C)O3)cc1
  -1.2 | ·
CCOC(=O)c1sc2ncn(CC(=O)Nc3ccccc3Cl)c(=O)c2c1C
  1.8 | 2.9
O=C(CSc1nnnn1-c1ccccc1Cl)Nc1ccc(F)cc1
  -8.1 | -23.7
C[C@H](CO)N1C[C@H](C)[C@@H](CN(C)Cc2ccc(C(=O)O)cc2)Oc2c(NC(=O)NC3CCCCC3)cccc2C1=O
  · | -3.0
CC(C)NC(=O)Nc1ccc2c(c1)C(=O)N([C@H](C)CO)C[C@H](C)[C@@H](CN(C)C(=O)CCCN(C)C)OCCCC[C@H](C)O2
  · | -6.1
C[C@@H]1CN([C@@H](C)CO)C(=O)c2cc(-c3ccccc3)cnc2O[C@H]1CN(C)C(=O)c1ccccn1
  · | -3.4
C[C@H](CO)N1C[C@H](C)[C@@H](CN(C)S(=O)(=O)c2cn(C)cn2)Oc2ccc(NS(C)(=O)=O)cc2CC1=O
  · | 5.9
C[C@H]1CN([C@@H](C)CO)C(=O)Cc2cc(NC(=O)Cc3ccccc3)ccc2O[C@H]1CN(C)S(=O)(=O)c1cn(C)cn1
  -2.4 | 8.1
Cc1noc(C)c1NC(=O)Nc1ccc2c(c1)CC(=O)N([C@H](C)CO)C[C@H](C)[C@H](CN(C)Cc1ccccc1)O2
  3.5 | ·

(listing goes on)
Each structure is followed by: STK33 inh | p53 PUMA act
COc1ccc(S(=O)(=O)Nc2ccc3c(c2)C(=O)N([C@H](C)CO)C[C@H](C)[C@@H](CN(C)C(=O)c2ccncc2)OCCCC[C@@H](C)O3)cc1
  -4.1 | ·
C[C@H]1CCCCO[C@H](CN(C)C(=O)C2CCCCC2)[C@@H](C)CN([C@@H](C)CO)C(=O)c2cc(NC(=O)Nc3ccccc3)ccc2O1
  · | -8.5
CC(=O)O[C@@H]1CC[C@@]2(C)C(CC[C@@H](C)[C@]23Cc2c(O)cc4c(c2O3)CNC4=O)C1(C)C (some centres undefined)
  0.3 | -1.8
COc1ccc(C(=O)CCC(=O)Nc2cccnc2)cc1OC
  ? | -6.2
CCc1nc(SCS(=O)(=O)c2ccc(C)cc2)c(C#N)c2c1CCCC2
  -1.1 | ·
Cc1cccc(NC(=S)N2CCCCC2C)c1 (centres undefined)
  -5.7 | ·

A portion of the library. The share of hits here may be higher or lower than overall.
